Screens (PubChem BioAssay)
UTI89 phage lysis: protection from phage-mediated lysis, alamar blue read-out – E. coli UTI89, K1F phage, bacterial capsule biogenesis inhibitors (AID 488966); E. coli UTI89 K1F phage lysis, alamar blue, 2 h; higher % means a stronger effect; inhibition, % at 100 µM, or IC50 in µM where a hit was titrated; hit rate 0.02% among 340,000;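 active means phage lysis inhibition, versus mean bacterial control, above a set limit; inconclusive means no clear call, values can overlap the other calls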;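 further: capsule biogenesis inhibitors block K1F phage lysis so surviving cells raise fluorescence; higher fluorescence means more inhibition of phage lysis; actives were called in the ten point dose series up to 300 µM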
NTR1 agonist: agonists of NTR1, primary screen, imaging, U2OS cells, beta-arrestin-GFP, high content (AID 493036); NTR1-U2OS beta-arrestin-GFP spot imaging, agonist mode; P30989; hit rate 0.17% among 330,000; activation, % at 20 µM;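 active means activation at or above 40% of the spot to cytoplasm intensity ratio, with at least 20 cells analyzed; inconclusive means wells under 20 cells, flagged as cytotoxic or low count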;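 further: 0% = DMSO without peptide and 100% = 100 nM NTR1 peptide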
Target sequence (P30989 whole entry, looked up): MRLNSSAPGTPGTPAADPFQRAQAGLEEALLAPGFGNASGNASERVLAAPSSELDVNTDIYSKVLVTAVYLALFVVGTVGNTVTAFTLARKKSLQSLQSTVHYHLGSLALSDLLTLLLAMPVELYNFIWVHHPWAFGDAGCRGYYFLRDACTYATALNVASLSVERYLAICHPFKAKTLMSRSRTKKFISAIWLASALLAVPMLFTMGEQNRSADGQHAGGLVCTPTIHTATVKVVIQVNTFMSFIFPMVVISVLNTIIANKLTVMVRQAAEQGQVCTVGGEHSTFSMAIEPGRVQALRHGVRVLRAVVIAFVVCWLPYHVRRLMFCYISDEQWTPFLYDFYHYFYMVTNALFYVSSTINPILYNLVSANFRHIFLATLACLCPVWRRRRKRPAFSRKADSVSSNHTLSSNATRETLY
SV40 large T antigen: SV40 large T antigen inhibitors, biochemical (AID 1903) | one-dose inhibition, % at 20 µM; IC50 in µM for titrated hits | hit rate 0.39% among 310,000 | SV40 large T antigen ATPase/helicase inhibition assay; higher % means a stronger effect; in the data active means a potency from the dose series; inconclusive means inhibition mostly from about 32% at the one dose, without a potency; inactive means the rest, 99 in 100 with inhibition below about 32%; further: strong numbers were not always called active
Siah-1 displacement: Siah-1 peptide-binding antagonists, primary screen, biochemical, fluorescence polarization, rhodamine-plectin, uHTS (AID 1817); Siah-1 / rhodamine-plectin peptide fluorescence polarization; higher % means a stronger effect; displacement, % at 20 µM; hits with a dose series show IC50 in µM; hit rate 0.02% among 290,000;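 active means displacement of at least 50% at 20 µM, with a fluorescence ratio check between 0.3 and a set limit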;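 further: plate controls were Siah plus tracer with DMSO for no effect and tracer alone without Siah for full effect; strong numbers were not always called active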
MgcRacGAP inhibition: MgcRacGAP GTPase-activating activity inhibitors, confirmation, biochemical, ADP Hunter fluorescence; inhibition, % at 30 µM; hits with a dose series show IC50 in µM; MgcRacGAP-stimulated Rac1 GTP hydrolysis, ADP Hunter fluorescence; higher % means a stronger effect; GST-tagged Rac1 F28L mutant substrate; hit rate 0.6% among 340,000; AID 624330;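 active means first-screen hits whose inhibition reached a set limit at any dose in the follow-up dose series; inconclusive means inhibition above the set first-screen limit but never retested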;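 further: fluorescence reports GDP produced by GAP-driven GTP hydrolysis; strong numbers were not always called active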
West Nile antiviral: inhibition of WNV-induced cytopathic effect – cell-based, CPE readout (AID 1621); West Nile virus-infected cells, CPE inhibition; higher % means a stronger effect; one-dose CPE inhibition, % at 10 µM; IC50 in µM for titrated hits; hit rate 0.02% among 290,000; in the data active means a potency from the dose series; inconclusive means CPE inhibition mostly from about 3.7% at the one dose, without a potency; inactive means the rest, 99 in 100 with CPE inhibition below about 2.2%; further: strong numbers were not always called active
AID2073: disruptors of CaV2.2 binding to Mint1 – biochemical, HTRF (AID 2073); HTRF protein-protein interaction, Mint1-CaV2.2; higher % means a stronger effect; inhibition, % at 20 µM; hits with a dose series show IC50 in µM; hit rate 0.19% among 290,000; in the data active means inhibition mostly above about 51%, no sharp cut-off; inconclusive means no clear call, values can overlap the other calls; inactive means mostly below about 53%; further: some results filed as inactive read as strong as hits
RSV antiviral HEp-2: RSV antiviral activity via CPE protection, HEp-2 cells, primary 10 µM value included (AID 2391); HEp-2 cells, RSV-induced CPE inhibition; higher % means a stronger effect; CPE inhibition, % at 10 µM, or IC50 in µM where a hit was titrated; hit rate 0.13% among 310,000; in the data active means a potency from the dose series; inconclusive means CPE inhibition mostly from about 23% at the one dose, without a potency; inactive means the rest, 99 in 100 with CPE inhibition below about 21%; further: strong numbers were not always called active
NS5 inhibitors: flavivirus cap methylation enzyme inhibition – biochemical, confirmation dose response, primary screen (AID 588689); Dengue-2 NS5 methyltransferase capping enzyme assay, biochemical; higher % means a stronger effect; inhibition, % at 25 µM; hits with a dose series show IC50 in µM; hit rate 0.3% among 340,000; in the data active means a potency from the dose series; inconclusive means inhibition above about 29% without an active follow-up result
NTR1 agonist cell count 20 µM: also measured in NTR1 agonist; calls as there; cell count; measured here: cell count, cytotoxicity flag
Starred values were filed as active, the others as inactive; ? = inconclusive; / = not tested or not shown; & = joins results of further samples; [ ] = remark or other dose. Not all compounds are listed; count on the stated rates, not on these rows.

SMILES	UTI89 phage lysis	NTR1 agonist	NTR1 agonist cell count 20 µM	SV40 large T antigen	Siah-1 displacement	MgcRacGAP inhibition	West Nile antiviral	AID2073	RSV antiviral HEp-2	NS5 inhibitors
Cc1nn(Cc2ccccc2Cl)c(C)c1C(=O)OCC(=O)N1CC(C)OC(C)C1 (stereo not given)	2.5%	-2.7	53	-3%	2%	7%	-0.8%	5%	4.5%	0%
NNC(=O)c1ccc(O)cc1	0.8%[50 µM]	0.4	64	/	/	7%	/	/	0.1%	1%
O=C(C1CC(=O)N(C2CCCCCCC2)C1)N1CCC2(CC1)OCCO2 (stereo not given)	6.8%	-0.6	73	26%	-4%	6%	0.2%	-1%	0.1%	1%
C/C(=N\NC(=O)c1ccncc1)c1c(O)[nH]c(=O)[nH]c1=O	/	0.5	49	3%	/	/	0.5%	/	3.1%	/
Cc1nn(CC(=O)N2CCC3(CC2)OCCO3)c(=O)c2cc3ccccc3n12	0.2%	0.6	63	10%	6%	5%	-0.3%	12%	3.0%	-3%
Cc1cc(NCCN)nc2ccccc12	>300µM*	-1.1	46	12%	4%	6%	/	-3%	2.4%	-5%
CCc1c(C)nc(N)nc1N1N=C1SCC(N)=O	-0.2%	0.5	68	-4%	-5%	7%	0.3%	-2%	0.2%	4%
CN(C)C(CNC(=O)Cc1ccc(Br)cc1)c1ccccc1 (stereo not given)	0.4%	0.6	41	0%	2%	9%	-0.6%	10%	-0.1%	-2%
CN1C(=O)/C(=C\N2CCc3ccccc32)C(=O)NC1=S	-1.3%	-1.0	45	?	-2%	14%	-0.5%	6%	2.1%	10%
Clc1cccc(C2NCc3ccccc3-n3cccc32)c1 (stereo not given)	0.4%	2.3	55	9%	-4%	6%	-0.8%	9%	-2.4%	-7%
Cc1cccc(C(O)(C(=O)NNC(=O)CN2CCN(C)CC2)c2cccc(C)c2)c1	0.4%[50 µM]	-1.4	52	12%	11%	3%	-0.2%	1%	1.6%	3%
O=c1cccc2n1CC1CC2CN(c2ncnc3c2cnn3-c2ccc(Cl)cc2)C1 (stereo not given)	-3.9%	0.6	66	/	2%	10%	0.2%	-2%	1.5%	-10%
O=C(c1cc(=O)[nH]c2ccc(Br)cc12)N1CCC2(CC1)OCCO2	-0.2%	0.0	48	7%	5%	9%	0.3%	4%	0.5%	6%
COC(=O)C1=COC(C)C2CN3CCC4(C(=O)Nc5ccccc54)C3CC12 (stereo not given)	3.2%	3.9	84	0%	-5%	-1%	-0.4%	0%	1.8%	-3%
CC12CC[C@H]3[C@@H](CCC4(O)C[C@H](O)CCC34/C=N/NC(=O)c3ccccc3F)C1(O)CCC2C1=CC(=O)OC1 (stereo not given in full)	0.2%	0.4	58	11%	11%	9%	?	-6%	8.3%	1%
COc1ccc(-n2c(-c3ccco3)nc3ccccc3c2=O)cc1	0.4%	0.3	64	23%	4%	7%	-0.2%	0%	-0.8%	/
CCOP(=O)(OCC)C(O)c1ccc2c(c1)OCO2 (stereo not given)	-0.6%	0.2	48	9%	14%	-1%	0.0%	-1%	1.5%	5%
CN(C)c1ccc(/C=C/C=C2/C(=O)NC(=O)N(c3ccccc3)C2=O)cc1	0.2%	/	/	17%	2%	9%	0.1%	-22%	/	-12%
CCn1cc(C(=O)N2CCC3(CC2)OCCO3)c(=O)c2cc(S(=O)(=O)N3CCCC3)ccc21	-0.2%	2.0	44	9%	-6%	2%	-0.2%	5%	1.0%	-7%
O=C1NC(=O)C2(Cc3ccccc3N3CCCC32)C(=O)N1c1cccc(Cl)c1 (stereo not given)	0.4%	0.9	70	23%	3%	7%	0.1%	4%	4.2%	-1%
Clc1ccc(C2N3CCCN23)c(Cl)c1 (stereo not given)	-2.8%	-1.6	68	18%	1%	10%	0.3%	1%	0.4%	-7%
CC(NCc1ccc(Cl)cc1)C(O)c1ccccc1 (stereo not given)	-0.1%	-0.1	57	9%	3%	6%	-0.4%	0%	-2.0%	-2%
COC(=O)c1ccc(-n2c(C)nc3ccccc3c2=O)cc1	4.0%[50 µM]	0.0	51	5%	2%	2%	1.6%	2%	4.1%	-1%
C[C@@H]1O[C@@H](O[C@H]2C[C@@H](O)[C@]3(CO)[C@H]4[C@H](O)C[C@]5(C)[C@@H](C6COC(=O)C6)CC[C@]5(O)[C@@H]4CC[C@]3(O)C2)[C@H](O)[C@H](O)[C@H]1O (stereo not given in full)	4.4%	0.9	68	13%&2%	-1%	5%	12%	-13%	-1.5%	-1%
CCc1cc2c(s1)N(CC(=O)OC)C(=O)CN=C2c1ccccc1OC	1.6%	-0.7	46	4%	16%	-2%	-0.1%	-7%	-0.4%	11%
Cc1ccccc1-n1c(-c2ccc([N+](=O)[O-])cc2)nc2ccccc2c1=O	0.0%	1.7	70	11%	2%	11%	0.9%	3%	1.0%	-17%
CN1C(=O)C(Cc2cccs2)C(=O)N(C)C1=O	-0.2%[50 µM]	-1.4	55	22%	2%	14%	0.1%	-10%	-0.5%	-1%
O=S(=O)(NC1CN2CCC1CC2)c1ccc(Cl)cc1 (stereo not given)	0.1%	1.2	45	3%	5%	4%	0.8%	4%	0.0%	-6%
Cc1c(N=Nc2c(O)n(C)c(=O)n(C)c2=O)c(=O)n(-c2ccccc2)n1C	2.8%[50 µM]	3.7	66	24%	-6%	14%	-0.2%	12%	1.1%	-1%
C1=C(c2c[nH]c3ccccc23)CCNC1	/	-2.2	36	18%	-2%	/	0.4%	-6%	-2.5%	/
COc1ccc(CCN)cc1O	3.0%	-1.4	65	11%	/	6%	-0.3%	/	-1.4%	-4%
COC(=O)C1=C(c2ccc(S(C)(=O)=O)cc2)C[C@@H]2CC[C@H]1N2C(=O)NCCNC(C)=O	1.5%	0.4	84	-5%	/	3%	-0.1%	/	4.1%	2%
CN(C)C1=NC(N(C)C)=NP(N(C)C)(N(C)C)=N1	0.2%	-2.8	75	-1%	1%	5%	0.3%	6%	0.4%	1%
Nc1ccc(S(=O)(=O)N2CCCCC2c2cccnc2)cc1 (stereo not given)	5.4%	-1.0	40	5%	-3%	5%	-0.5%	23%	2.1%	-2%
CC(=O)[C@@]1(O)CCC2C3CC=C4C[C@@H](O)CC[C@]4(C)C3CC[C@@]21C (stereo not given in full)	-1.8%	2.9	57	/	/	-5%	/	/	/	6%
CC(C)(C)c1nc(N2CCN(C(=O)c3ccco3)CC2)c2nnn(Cc3ccccc3Cl)c2n1	-1.7%	12	64	3%	5%	9%	1.3%	5%	-4.1%	-17%
COC(=O)C1=C(c2cccc(OC)c2OC)C[C@@H]2CC[C@H]1N2C(=O)NCc1cccc2ccccc12	0.5%	-4.7	84	13%	/	7%	-0.7%	/	7.4%	-2%
Cc1ccc(NC(=O)[C@@H](NC(=O)N2C[C@H]3C[C@@H](C2)c2cccc(=O)n2C3)C(C)C)cc1	7.9%	-2.0	91	10%	-4%	-4%	0.1%	-3%	1.9%	-6%
O=S(=O)(c1ccccc1)N1CC1c1ccccc1 (stereo not given)	3.7%	0.7	42	10%	-7%	4%	0.3%	14%	1.1%	-4%
O=Cc1cn(Cc2ccccc2[N+](=O)[O-])c2ccccc12	0.1%	1.1	91	13%	-2%	4%	-0.8%	-9%	9.4%	-11%
O=C1NC(=O)C(CCc2ccncc2)(Cc2ccc([N+](=O)[O-])cc2)C(=O)N1	2.9%	-0.4	45	-4%	3%	-7%	0.0%	-3%	0.5%	-4%
Cc1ccc(-n2c(O)c(C=NCc3ccccn3)c(=O)[nH]c2=S)cc1	-0.2%	-1.4	62	12%	-1%	7%	0.1%	0%	-0.1%	-3%
C=CCn1c(O)c(C(CC)=Nc2ccc(NC(C)=O)cc2)c(=O)[nH]c1=O	0.6%	1.2	52	14%	0%	12%	0.0%	6%	0.3%	-5%
COc1cc(/C=C(/C)[N+](=O)[O-])ccc1OCc1ccccc1Cl	0.0%	39	90	12%	4%	14%	-2.0%	6%	-2.0%	-7%
COc1ccc(C(=O)N2CCOCC2)cc1S(=O)(=O)N1CCC(C)CC1	1.1%	-1.4	82	15%	4%	4%	0.4%	1%	5.9%	-4%
COc1ccc(CCN(C)Cc2c(F)cccc2F)cc1OC	0.0%	-0.2	55	-5%	-1%	3%	-0.6%	0%	0.9%	0%
O=C(Cc1ccccc1)N1CCN(Cc2cccc(Cl)c2)CC1	0.4%	-0.2	64	4%	1%	19%	-0.3%	?	0.0%	4%
Cc1cc(S(=O)(=O)NCC(C)C)ccc1OCC(=O)N1CCN(Cc2ccccc2)CC1	-0.1%	3.8	49	1%	-10%	7%	-0.5%	-5%	15%	-7%
O=C(CCC(=O)N1CC2C[C@@H](C1)Cn1c2cccc1=O)NCCc1ccccc1F	-0.5%	-2.8	102	12%	2%	3%	0.6%	-1%	0.3%	1%
COP(=O)(OC)C(NC(=O)c1ccc(C)cc1)C(Cl)(Cl)Cl (stereo not given)	0.6%	-0.3	54	6%	12%	11%	0.8%	-6%	1.4%	-1%
CN(C)C1=NP(N(C)C)(N(C)C)=NC(c2ccccc2)=N1	-3.4%	2.6	55	8%	-6%	1%	-0.1%	2%	0.8%	-1%
COC(=O)C1=C(c2ccc3ccccc3c2)C[C@@H]2CC[C@H]1N2C(=O)NCc1ccc(F)cc1	0.2%	-1.4	23	/	/	2%	/	/	1.2%	-3%
O=c1[nH]c(=O)n(Cc2ccco2)c(O)c1/C=N/N1CCCCC1	1.6%	1.5	47	18%	2%	9%	0.0%	1%	1.3%	-25%
CC(=O)N1N=C(c2c(O)n(C)c(=O)n(C)c2=O)CC1c1ccccc1 (stereo not given)	-1.1%	0.3	39	8%	13%	10%	-0.4%	26%	-0.7%	0%
CCOc1ccc(CN2CCCC(C(=O)c3ccccc3OC)C2)cc1 (stereo not given)	0.9%	0.3	49	2%	-5%	9%	-1.0%	8%	-0.6%	2%
CCOc1ccc(-n2c(O)c(C=NCCN3CCNCC3)c(=O)[nH]c2=O)cc1	0.1%	1.9	58	13%	-1%	-1%	-0.1%	-12%	1.3%	-3%
Cn1cc(NC(=O)CCl)cn1	0.5%	0.8	62	2%	5%	3%	0.8%	26%	-2.5%	-1%
CCN(C(=O)Oc1ccccc1)c1ccc(C(O)(C(=O)OC)C(F)(F)F)cc1 (stereo not given)	0.0%[50 µM]	0.5	54	5%	17%	-1%	0.3%	0%	-0.1%	-9%
